# Polio RdRp inh = inhibitors of poliovirus RNA polymerase binding and polymerization; P03300; hit rate 0.66% among 150,000; % elongation, % (compound at 16.7 µg/mL); poliovirus polymerase elongation, fluorescence polarization; stronger effect = lower value; in the data active = % elongation below about 90%; note: some results filed as inactive read as strong as hits
# Target sequence (P03300 1749-2209 limits assumed): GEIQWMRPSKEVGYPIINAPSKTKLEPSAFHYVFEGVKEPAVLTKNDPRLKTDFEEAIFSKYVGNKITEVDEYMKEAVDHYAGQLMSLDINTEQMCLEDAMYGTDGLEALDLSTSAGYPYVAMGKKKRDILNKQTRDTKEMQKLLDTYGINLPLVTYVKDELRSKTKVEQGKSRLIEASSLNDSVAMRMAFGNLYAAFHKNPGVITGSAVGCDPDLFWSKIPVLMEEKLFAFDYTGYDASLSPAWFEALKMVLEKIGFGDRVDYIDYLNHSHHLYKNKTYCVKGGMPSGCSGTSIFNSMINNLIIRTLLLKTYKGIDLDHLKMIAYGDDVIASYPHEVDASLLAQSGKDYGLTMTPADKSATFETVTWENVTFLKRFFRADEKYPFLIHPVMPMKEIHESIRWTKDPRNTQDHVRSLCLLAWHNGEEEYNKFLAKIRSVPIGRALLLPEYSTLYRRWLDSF
# Polio RdRp inh FP z-score = recorded beside Polio RdRp inh, whose call it bears; z-score; measured here: FP z-score; hits read low
# * hit, by the source's call. An excerpt; count on the stated rates, not on these rows.
SMILES,Polio RdRp inh,Polio RdRp inh FP z-score
Cc1ccc(C2CC(c3c(F)cccc3Cl)n3nc(N)nc3N2)cc1 (stereo unspecified),101,-0.2
CCOC(=O)c1c(NC(=O)c2ccc(S(=O)(=O)N(CCOC)CCOC)cc2)sc2c1CC(C)(C)NC2(C)C,83*,-4*
CCOC(=O)c1ccc(OC(=O)c2cn(-c3ccc(C)cc3)c(=O)c3ccccc23)cc1,105,-0.5
S=C(NC1=NCCS1)Nc1ccccc1,98,-0.5
CC1(C)C(=O)N(CC(O)CNc2ccccc2)C(=O)N1CN1C(=O)N(CC(O)CNc2ccccc2)C(=O)C1(C)C (stereo unspecified),102,0
CCN1CCN(c2nc3ccccc3s2)CC1,97,-0.6
CCCOC(=O)c1c(NC(=O)OC)sc2c1CCCCC2,102,0.6
O=C(Nc1ccc(Br)cc1)C1CCN(c2ncccn2)CC1,109,0.7
COc1ccc(-c2noc(CCC(=O)NCCN3CCN(c4ccccc4F)CC3)n2)cc1,104,0.5
CC(C)c1ccc(NC(=O)Cn2cc(S(=O)(=O)N3CCN(c4ccccc4F)CC3)c3ccccc3c2=O)cc1,112,1
COc1ccc(C)cc1N(C)C(=O)c1c2c(nc3ccccc13)C(=O)N(C1CCCCC1)C2,108,0.2
COc1ccc(C(=O)NCC(c2cccnc2)N2CCc3ccccc32)cc1 (stereo unspecified),104,-1
CCN1CCN(C(=O)c2cccc(F)c2F)CC1,103,0.4
CC(C)(C)C(=O)NC1CC(=O)N(c2ccc3c(c2)OCCO3)C1 (stereo unspecified),103,-0.8
O=C(c1ccccc1C(F)(F)F)N1CCN(c2ccccc2F)CC1,102,0
COc1ccc(Cn2nnnc2CN2CCN(c3cc(Cl)ccc3C)CC2)cc1,105,1
Cc1ccccc1-n1cnnc1SCC(=O)NC1(C#N)CCCC1,104,0.3
Cc1ccc2[nH]c(=O)c(C(c3nnnn3C3CCCC3)N(C)C3CCCCC3)cc2c1 (stereo unspecified),99,-0.5
COc1cc(-c2nc3sccn3c2Nc2c(C)cccc2C)ccc1O,101,-1
CCOc1ccccc1CNC(=O)Cn1ncn2nc(-c3cccs3)cc2c1=O,111,0.9
O=C(c1cccc(S(=O)(=O)N2CCCC2)c1)N(CC1CCCO1)c1nc2ccccc2s1 (stereo unspecified),99,-0.5
c1ccc2c(c1)N=C(NNC1=Nc3ccccc3SC1)CS2,98,-0.4
O=C1O[C@@H](CO)[C@H](O)[C@@H](O)[C@@H]1O,103,0.5
COc1cccc(CNC(=O)Cn2ncc3c4ccccc4n(Cc4ccccc4)c3c2=O)c1,113,0.5
CCc1ccc(C(=O)c2cn(CC(=O)Nc3ccc4c(c3)OCO4)c3ccc(F)cc3c2=O)cc1,105,0

# (list continues)
SMILES,Polio RdRp inh,Polio RdRp inh FP z-score
COC(=O)c1ccccc1NC(=O)CC1(c2ccc(Cl)cc2)C(=O)c2ccccc2C1=O,108,0.5
CCc1nnc(Cn2nnc3c(=O)[nH]c(C(=O)Nc4ccc(C)cc4)nc32)s1,86*,-3.1*
CCCc1cc(C(=O)N(C2CCCCC2)C2CCCCC2)no1,100,-0.7
Cc1ccccc1N1CC(c2nc3ccccc3n2CCC2CCCCC2)CC1=O (stereo unspecified),104,-0.9
COc1ccc(Br)cc1CNC(=O)CCCn1c(=O)c2cccn2c2ccccc21,101,-1
CCOC(=O)c1cccc(NC(=O)C2CCN(S(=O)(=O)c3ccc4c(c3)oc(=O)n4C)CC2)c1,109,0.4
Cc1ccc(S(=O)(=O)NC(=O)NCC2CCN(S(=O)(=O)c3ccccc3)CC2)cc1,102,0.2
CC(c1ccccc1)n1cc2c(c1-c1ccccc1Br)c(=O)n(C)c(=O)n2C (stereo unspecified),106,-0.1
CCn1c(=O)c(C(C)Nc2ccco2)c(O)c2ccccc21 (stereo unspecified),111,0.9
CCOc1ccc(-c2nc(-c3ccccc3)c(-c3ccccc3)[nH]2)cc1OCC,103,-0.1
COc1cccc(C(=O)NC(=O)Nc2ccc(-c3cc(C(F)(F)F)nn3-c3ccccc3)cc2)c1,101,-0.5
CC(C)COc1ccc(Nc2ncnc3ccc(Br)cc23)cc1,104,-0.2
COc1cc(C2NC(=O)N(C)C3=C2C(=O)N(c2cccc(Cl)c2)C3)ccc1O (stereo unspecified),107,0.5
CCOC(=O)c1c(C)[nH]c(C)c1C(=O)COC(=O)c1ccncc1,112,1.9
CSc1nc2ccc(S(=O)(=O)Nc3ccc4c(c3)COC4=O)cc2s1,102,0.7
COc1cc(OC)cc(C(=O)Nc2ccnn2C2CCCCC2)c1,103,0.2
Cc1sc2nc(SCC(=O)N(CCO)CCO)nc(N)c2c1C,101,-0.2
CCOC(=O)N1CCC(N2Cc3cccc(C(=O)NC4CCN(Cc5ccccc5)CC4)c3C2=O)CC1,101,0.2
CC1S/C(=N\Nc2ccc(Cl)cc2)NC1=O (stereo unspecified),103,0.3
O=C(CN(Cc1ccco1)C(=O)c1nsc(Cl)c1Cl)NC1CCCCC1,102,0.1
O=C(NC1CCCC1)c1ccc(S(=O)(=O)N2CCCCCC2)cc1,102,0.4
Cc1sc2nc(CN3CCCC3)nc(Sc3nnnn3C3CC3)c2c1C,94,-0.9
CN(C)C(=O)CCc1nc2ccccc2n1-c1ccccc1,98,-0.2
O=C(O)c1ccc(CCO)s1,103,0.5
COc1ccc(-c2noc(CSc3nnc(-c4ccc(Cl)cc4)n3C)n2)cc1OC,107,0.2

# 4 records picked at random from the list so far:
SMILES,Polio RdRp inh,Polio RdRp inh FP z-score
CCOC(=O)c1cccc(NC(=O)C2CCN(S(=O)(=O)c3ccc4c(c3)oc(=O)n4C)CC2)c1,109,0.4
CCCc1cc(C(=O)N(C2CCCCC2)C2CCCCC2)no1,100,-0.7
O=C(NC1CCCC1)c1ccc(S(=O)(=O)N2CCCCCC2)cc1,102,0.4
CCOC(=O)c1c(C)[nH]c(C)c1C(=O)COC(=O)c1ccncc1,112,1.9

# More results.
SMILES,Polio RdRp inh,Polio RdRp inh FP z-score
Cc1ccc2c(c1)c1c(n2CC(O)CN2CCCCC2)C(=O)CCC1 (stereo unspecified),100,-0.2
Cc1cc(O)c(-c2ccnc3cc(-c4ccccc4)nn23)cc1Cl,100,-1.3
Cc1c(/C=C(\C#N)C(=O)O)cc(C#N)n1C,96,-0.4
CC(C)OC(=O)c1cccnc1SCC(=O)Nc1ccc(C(F)(F)F)cc1Cl,110,-0.2
CCC12CC3CC(Br)(C1)CC(C(=O)O)(C3)C2 (stereo unspecified),103,0.4
C=CCOc1cccc(C(=O)N2CCN(C)CC2)c1,101,-0.3
Cc1ccc2[nH]c3c(=O)n(CC(=O)N(CCN(C)C)Cc4ccccc4)ncc3c2c1,113,0.7
COc1cc(C(=O)CSc2cccc[n+]2[O-])cc(OC)c1OC,104,0.1
N#Cc1c(/N=C/c2cc(Cl)cc(Cl)c2O)sc2c1CCC2,110,0.8
CCN(CC)C(=O)COc1ccc2ccc(=O)oc2c1,104,0.7
COc1ccccc1N1CCN(C(=O)CCS(=O)(=O)c2ccc3c(c2)oc(=O)n3C)CC1,109,0.3
CC(O)c1cccc(NC(=O)c2cnn3c2NC(c2cccs2)CC3C(F)(F)F)c1 (stereo unspecified),104,0.4
CCOC(=O)c1c[nH]n(-c2ccccc2)c1=O,101,0.1
O=C1CCC(=O)N1CNc1ccccn1,109,0.9
COc1ccc(-c2cn3nc(N4CCCC(C(=O)Nc5ccc(C)c(C)c5)C4)sc3n2)cc1 (stereo unspecified),108,0.1
CC(C(=O)O)n1c2ccccc2c2cnn(C)c(=O)c21 (stereo unspecified),103,0.3
CCc1ccc2c(COC(=O)CSCc3c(C)noc3C)cc(=O)oc2c1,106,0.4
Cc1noc(C)c1C(=O)N1CCc2sccc2C1c1ccc(C(F)(F)F)cc1 (stereo unspecified),102,-0.2
Nc1ccccc1-n1ccnc1,104,0.6
Cc1ccc(NC(=O)C2CCCN(S(=O)(=O)c3cccc4cccnc34)C2)c(C)c1 (stereo unspecified),106,0.4
CC(C)c1nc(N2CCN(C(=O)c3ccccc3)CC2)c(C#N)c2c1COC(C)(C)C2,99,-0.5
O=C(NCc1ccc(Cl)cc1)c1ccc(Cn2c(=O)[nH]c3ccsc3c2=O)cc1,99,-0.1
Cc1nn(-c2ccccc2)c(C)c1-c1nc(-c2ccc(C(C)(C)C)cc2)no1,101,-0.2
Cc1cc(C)cc(-n2ccnc2SCC(=O)Nc2ccccc2F)c1,112,1.2
CCOC(=O)c1c(-c2ccccc2)csc1N,100,-0.4

# Additional structures follow:
SMILES,Polio RdRp inh,Polio RdRp inh FP z-score
CN(C)S(=O)(=O)N1CCC(n2c(C(F)(F)F)nc3cccnc32)CC1,115,1.6
CC(C)OCCCNC(=O)c1nn(C)c2c1CSc1ccccc1-2,105,-0.3
CC1(C)CC(=O)C=C(NNC(=O)c2cccnc2)C1,101,0.1
CC(=O)NC(c1ccco1)c1c(O)ccc2ccccc12 (stereo unspecified),99,-0.4
COc1ccc(C(=O)Oc2c(Sc3ccc(Cl)cc3)c(C)nn2C(C)(C)C)cc1OC,105,0.1
NC(N)=NC(N)=NCc1ccccc1,101,0
CSc1ncc(C(=O)NCc2ccc(C)cc2)c(-c2ccccc2)n1,109,0.6
Cc1ccccc1Cn1c2ccccc2c2cn[nH]c(=O)c21,102,0.2
Cc1ccc(C)c(N2CCN(C(=O)CCn3c(=O)[nH]c4ccccc4c3=O)CC2)c1,105,-0.4
O=C(O)CCC(=O)N1N=C(c2ccccc2)CC1c1ccc2nccnc2c1 (stereo unspecified),99,-0.3
COc1c2occc2c(OC)c2c(=O)cc(C(F)(F)C(F)(F)F)oc12,102,0.1
COC(=O)/C(=C/N(C)C)Sc1cc(C)c(Cl)cc1Cl,104,-0.2
COc1cc(CN2CCSCC2)ccc1O,102,0.4
O=C(CC1C(=O)N2CCNC2=C1C(=O)c1ccc(Cl)cc1)Nc1ccccc1 (stereo unspecified),106,0.6
OCCNC1CCCc2ccccc21 (stereo unspecified),95,-2
Cc1ccc2nc(SCC(=O)NC(N)=O)[nH]c2c1,99,-0.8
CC(=O)c1ccc(NC(=O)CCc2c(C)nn(-c3ccc(N4CCOCC4)nn3)c2C)cc1,105,-0.4
Cc1cc(C(=O)CSCCCn2c(=O)[nH]c3ccccc32)c(C)n1C1CC1,104,0.1
O=C(Cn1c(-c2cccs2)cc2ccccc21)NCCCN1CCN(c2ccc(F)cc2)CC1,107,-0.4
CCN1C(C)=C(C)S/C1=C1\SC(=S)N(C2CCCCC2)C1=O,97,-1.5
CCOC(=O)c1cc(C(C)(C)C)oc1CN,102,0.1
Cc1ccc(NC(=O)NC2CC(=O)N(c3ccc4c(c3)OCCO4)C2)cc1C (stereo unspecified),105,0.9
CN(C)c1ccc(CNC(=O)c2sc3ncccc3c2-n2cccc2)cc1,105,-0.3
Cc1c(CNC2CCCCCC2)c(C(=O)O)c(C)n1Cc1ccc(F)cc1Cl,104,-0.5
CCCCc1cc2c(=O)c(-c3cc4ccccc4o3)coc2cc1O,101,0.1

# Additional results
SMILES,Polio RdRp inh,Polio RdRp inh FP z-score
COc1ccc(NC(=O)Cn2cc(S(=O)(=O)c3ccc(C)cc3)c(=O)c3ccccc32)cc1OC,106,-0.2
O=C(NCCN1CCOCC1)c1cc2sccc2n1Cc1ccc(Cl)cc1,102,1
S=C(Nc1ccccc1)N1CCN(c2ccccc2)CC1,103,0.2
OCc1csc(=Nc2ccccc2)n1-c1ccccc1,102,-0.4
Cc1[nH]c2ccccc2c1C(O)c1ccncc1 (stereo unspecified),101,-0.2
NS(=O)(=O)c1ccc(N(S(=O)(=O)c2ccccc2)S(=O)(=O)c2ccccc2)cc1,108,0.6
CCc1nc2oc(C(=O)c3ccc(Cl)cc3)c(N)c2c2c1COC(C)(C)C2,103,0.2
CN(C)c1ccc(CNC(=O)C(Cc2ccccc2)NS(=O)(=O)c2ccc3c(c2)oc(=O)n3C)cc1 (stereo unspecified),104,-1
CCOC(=O)c1noc2ncnc(N3CCc4cc(OC)c(OC)cc4C3C)c12 (stereo unspecified),101,0.1
CN1c2ccccc2CC(C#N)(C#N)C12CCCCC2,116,1.2
O=C1CC2CCC(CN1)N2S(=O)(=O)c1ccc(C(=O)O)cc1 (stereo unspecified),103,0.7
O=c1c2ccccc2nc(/C=C/c2ccccc2)n1-c1ccccc1F,107,-0.2
COC(=O)c1sccc1S(=O)(=O)N1CCN(c2ccc(Cl)cc2)CC1,102,-1.1
CCC(C)C(NC(=O)C1CCC(C)CC1)C(=O)NCc1cccnc1 (stereo unspecified),100,-0.1
O=S(=O)(/N=c1/cc(-c2ccccc2)ss1)c1ccccc1,100,-0.4
CC1CCN(c2nnc(NC(=O)c3csc4c3CCCC4)s2)CC1,102,-0.8
N#Cc1cc(C#N)c(SCC(=O)NCc2ccco2)nc1N,99,-0.5
NNC(=O)c1ccc(OC2OCCOC2Oc2ccc(C(=O)NN)cc2)cc1 (stereo unspecified),101,0
Cn1c(=O)[nH]c(=O)c2c1nc(N1CCN(CC(N)=O)CC1)n2Cc1ccccc1F,101,-0.7
CC(=O)C1=C(c2ccc(C)cc2)N(C(C)=O)n2c(nnc2C2CCCCC2)S1,101,-1
CC(C)(C)c1ccc(-c2nc3cc(NC(=O)c4cc5ccccc5o4)ccc3o2)cc1,108,0.4

# A section from the list above, as a working copy:
SMILES,Polio RdRp inh,Polio RdRp inh FP z-score
O=S(=O)(/N=c1/cc(-c2ccccc2)ss1)c1ccccc1,100,-0.4
CC1CCN(c2nnc(NC(=O)c3csc4c3CCCC4)s2)CC1,102,-0.8
N#Cc1cc(C#N)c(SCC(=O)NCc2ccco2)nc1N,99,-0.5
NNC(=O)c1ccc(OC2OCCOC2Oc2ccc(C(=O)NN)cc2)cc1 (stereo unspecified),101,0
Cn1c(=O)[nH]c(=O)c2c1nc(N1CCN(CC(N)=O)CC1)n2Cc1ccccc1F,101,-0.7
CC(=O)C1=C(c2ccc(C)cc2)N(C(C)=O)n2c(nnc2C2CCCCC2)S1,101,-1
CC(C)(C)c1ccc(-c2nc3cc(NC(=O)c4cc5ccccc5o4)ccc3o2)cc1,108,0.4

# Assay outcomes (PubChem)
